Screening data: PubChem, several laboratories
PPARg SRC3 recr: agonists of human PPARgamma SRC-3 coactivator recruitment; AID 731; activation, % at 8 µM; P37231; 200,000 tested, 0.26% active; biochemical PPARgamma/SRC-3 coactivator recruitment assay; in the data active = activation above about 23%;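 note: 0% = DMSO and 100% = reference agonist; some compounds past the cut are filed as inactive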
RAM inhibit: blocks the yeast RAM network; inhibition, % at 50 µM; AID 868; S. cerevisiae dse1pr::URA3 reporter, 5-FOA growth OD615, 2 d; analog-sensitive cbk1-as2 kinase mutant strain; 190,000 tested, 1.8% active;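 active = inhibition above a set limit, 3 SD over mean compound inhibition, cut at about 8.4% in these data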;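 note: 0% = DMSO-only wells with no growth and 100% = 10 µM 1-NA-PP1 full growth; inhibition rescues growth on 5-FOA so higher OD means more RAM inhibition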
ROMK mod: modulates human ROMK potassium channel activity; P48048; Tet-inducible ROMK, thallium flux fluorescence; actives lie on both sides; B-score at 10 µM; 130,000 tested, 2% active;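 active = signal ratio slope over the read window, or its plate-corrected B-score, at least 3 SD from the plate mean, either direction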;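 note: B-score of the F/F0 ratio slope over 7 to 12 s after thallium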
Target sequence (P48048 whole entry, looked up): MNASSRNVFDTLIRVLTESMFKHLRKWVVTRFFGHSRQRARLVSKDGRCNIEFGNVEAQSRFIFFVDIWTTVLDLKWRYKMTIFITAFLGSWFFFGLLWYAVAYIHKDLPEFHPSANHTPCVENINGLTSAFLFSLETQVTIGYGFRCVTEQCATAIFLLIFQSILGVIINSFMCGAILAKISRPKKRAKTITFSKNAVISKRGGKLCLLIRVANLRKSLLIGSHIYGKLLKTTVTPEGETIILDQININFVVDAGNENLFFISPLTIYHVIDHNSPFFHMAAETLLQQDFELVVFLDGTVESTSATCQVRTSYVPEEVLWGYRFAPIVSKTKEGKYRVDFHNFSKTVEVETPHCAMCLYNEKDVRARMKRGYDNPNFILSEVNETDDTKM
Efa HMGR inh: blocks class II HMG-CoA reductase of Enterococcus faecalis; 190,000 tested, 0.41% active; AID 1066; purified E. faecalis HMGR, NADPH absorbance 340 nm kinetic; inhibition, % at 10 µM;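 active = inhibition above a set limit, the median over all tested compounds plus 3 SD, cut at about 9.5% in these data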;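 note: enzyme runs in reverse so mevalonate oxidation gives rising NADPH absorbance; 0% = complete reaction with DMSO and 100% = background rate lacking mevalonate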
SRC2 TRFRET art: TR-FRET artefact, counter-screen to PPARgamma/SRC-2 agonist assay | stronger effect = higher value | TR-FRET ratio at 8 µM | 200,000 tested, 0.4% active | AID 1049; in the data active = TR-FRET ratio above about 2000; note: inactives centre near 1500; reference of the scale not given here
Lmaj promast: reduces viability of Leishmania major promastigotes | inhibition, % at 10 µM | resazurin fluorescence viability | 200,000 tested, 9% active; in the data active = inhibition above about 50%;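 note: promastigotes grown with compound for 44 hours at 28 °C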
PPARg SRC-2 ag: promotes SRC-2 coactivator recruitment by human PPARgamma | 200,000 tested, 0.34% active | activation, % at 8 µM | P37231 | PPARgamma LBD-SRC-2 recruitment, biochemical; in the data active = activation above about 22%;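 note: 0% = vehicle and 100% = reference agonist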
bIAP inh: blocks bovine intestinal alkaline phosphatase activity; purified bovine IAP, CDP-star luminescence, 30 min; inhibition, % at 20 µM; 190,000 tested, under 10 active;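 active = over 50% inhibition of intestinal alkaline phosphatase at 20 µM in the single-dose screen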
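Assay system – bovine IAP enzyme · Quantity – bovine IAP at 1/65,000,000 final dilution · Detection – CDP-star luminescence signal · Times – 30 min reaction at room temperature · Also added – CDP-star substrate at 30 µM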
S1P3 antagonist: S1P3 (human) receptor antagonism; Q99500; CHO S1P3 NFAT-BLA reporter, FRET fluorescence, antagonist mode; inhibition, % at 4.98 µM; 170,000 tested, 0.27% active; AID 485;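 active = inhibition above the plate cutoff, the mean inhibition of test wells on that plate plus 3 SD, cut at about 28% in these data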;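 note: cells challenged with S1P at its EC80 of 0.8 µM; blue over green emission ratio from cleaved BLA substrate after 4 h stimulation; 0% = S1P-stimulated wells and 100% = unstimulated DMSO-only wells; some compounds past the cut are filed as inactive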
Target sequence (Q99500 whole entry, looked up): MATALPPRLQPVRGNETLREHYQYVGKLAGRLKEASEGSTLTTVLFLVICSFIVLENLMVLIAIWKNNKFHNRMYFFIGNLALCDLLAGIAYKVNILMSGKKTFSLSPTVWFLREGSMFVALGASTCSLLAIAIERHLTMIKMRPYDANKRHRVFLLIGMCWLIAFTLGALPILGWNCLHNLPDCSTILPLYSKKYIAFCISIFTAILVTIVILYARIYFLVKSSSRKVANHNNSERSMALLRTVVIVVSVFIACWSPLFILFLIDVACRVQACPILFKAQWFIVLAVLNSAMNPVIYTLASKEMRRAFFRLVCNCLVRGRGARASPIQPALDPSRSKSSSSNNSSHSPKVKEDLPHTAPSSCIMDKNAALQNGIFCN
Redox H2O2 prof: compounds producing H2O2 with reducing agent – biochemical, NIH compound library profiling, artefact control for MLSCN library redox annotation, primary screen. DTT-dependent redox cycling H2O2, phenol red/HRP absorbance; 100% = 100 µM peroxide control, 0% = buffer. activation, % at 10 µM. 200,000 tested, 0.03% active. AID 878;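 active = activation of at least 50% relative to the plate's high and low controls in the primary single-dose screen; inactive = activation below 50%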;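 note: compound incubated with DTT at 0.8 mM final as the reducing agent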
PPARg SRC1 recr: agonists of human PPARgamma SRC-1 coactivator recruitment. PPARgamma-SRC-1 coactivator recruitment biochemical assay. AID 631. activation, % at 8 µM. P37231. 200,000 tested, 0.41% active; in the data active = activation above about 19%;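 note: 0% = DMSO and 100% = reference agonist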
Numbers without * were called inactive; x = not tested or not shown.

SMILES | PPARg SRC3 recr | RAM inhibit | ROMK mod | Efa HMGR inh | SRC2 TRFRET art | Lmaj promast | PPARg SRC-2 ag | bIAP inh | S1P3 antagonist | Redox H2O2 prof | PPARg SRC1 recr
c1ccc(CC(Nc2ccccn2)c2ccccc2)cc1 (centres undefined) | -3 | -0.8 | -0.25 | -7 | 1482 | 43 | -9 | -1 | 8 | -0.4 | 3
Cn1c(-c2ccccc2)cnc1NCc1cc2c(cc1[N+](=O)[O-])OCO2 | 4 | 0.1 | x | 0 | 1590 | 87* | 3 | 8 | -8 | 0.3 | 3
CCCCOC(=O)CSC1=C(C#N)C(c2ccccc2OCC)C(C#N)C(=O)N1 (centres undefined) | 0 | -0.7 | 1.8 | -3 | 1586 | 12 | 9 | -6 | 2 | 0.4 | 6
CCOc1ccc(NC(=O)Nc2cc(C)on2)cc1 | 13 | 1.3 | x | -4 | 1621 | -4 | 8 | -1 | 11 | -3.1 | 0
CCc1cc(C(=O)Cc2nc3ccccc3[nH]2)c(O)cc1O | 6 | 1.7 | 0.88 | 2 | 1536 | -5 | 0 | -37 | -14 | -0.7 | 4
CCOc1ccc(OCc2cccc(C(=O)N(CC)CC)c2)cc1 | -1 | 0.4 | -0.018 | 3 | 1535 | 1 | -1 | 3 | -12 | -0.5 | -4
O=C(CSC1=NCCS1)Nc1nc2ccccc2s1 | 4 | 1.0 | -1.3 | 5 | 1458 | 4 | 5 | 2 | x | 0.9 | -2
Cc1[nH]c2ccccc2c1C(=O)/C=C/c1ccccc1 | 10 | 4.8 | 0.12 | 0 | 1465 | 26 | 6 | 12 | x | 1.3 | 2
O=C(NCc1ccccc1)NS(=O)(=O)c1ccccc1Cl | 4 | -0.5 | -0.14 | -5 | 1574 | -10 | 7 | 4 | -26 | -2.6 | 8
Cc1ccccc1Nc1c(-c2ccccn2)nc2ccccn12 | 5 | -0.6 | -1.1 | 1 | 1530 | 100* | 3 | -15 | 3 | -1.0 | 1
COc1ccc(C2CC(c3ccccc3OC(C)=O)=NN2C(=O)/C=C/c2ccccc2)cc1OC (centres undefined) | 1 | 8.5* | x | -6 | 1678 | 6 | 9 | 15 | -2 | 0.2 | 0
Cc1cc(C(=O)Nc2c(C)nn(Cc3ccccc3)c2C)on1 | -4 | 1.1 | x | 4 | 1474 | -7 | -11 | -2 | x | -0.7 | -5
C=CCOc1ccc(/C=C/C(=O)Nc2ccc(C(=O)NC)cc2)cc1 | 3 | 3.3 | 0.57 | 1 | 1667 | -9 | 0 | 18 | 19 | 0.4 | 0
O=C(CN1C(=O)S/C(=C/C=C/c2ccccc2)C1=O)Nc1ccc(C(=O)O)cc1 | -1 | 0.9 | 0.62 | 0 | 1559 | 3 | -2 | 0 | -21 | -0.3 | -1
CC1Oc2ccccc2N(CC(=O)N2CCc3ccccc32)C1=O (centres undefined) | 5 | 0.8 | x | -8 | 1340 | -5 | 2 | 0 | -42 | -0.3 | 0
O=C(CN1CCOCC1)Nc1c(-c2ccccc2)c2cc(Br)ccc2[nH]c1=O | 1 | 1.3 | x | 1 | 1746 | -6 | 10 | -4 | -20 | -0.1 | 5
COc1cccc(N=c2oc3c(C)ncc(CO)c3cc2C(=O)Nc2ccccc2OC)c1 | 3 | 2.2 | -0.13 | -3 | 1700 | -4 | 6 | 8 | x | -4.8 | 0
O=C(O)c1cc(C(=O)C2CCCCC2)c[nH]1 | -3 | -0.4 | 0.11 | -1 | 1635 | -5 | 4 | 0 | 8 | -1.7 | 5
COc1ccc(C(=O)n2nc(C)cc2C)cc1Br | -3 | 5.6 | -0.21 | -1 | 1347 | -6 | -7 | 2 | x | -0.6 | -7
Cc1ccc(S(=O)(=O)N(CCC#N)CCN2CCCC2)cc1 | 6 | 2.8 | x | -2 | 1422 | -1 | 2 | 8 | -91 | 2.1 | 4
CCn1ncc(C2C(C(=O)Nc3ccc(C)cn3)=C(C)NC3=C2C(=O)CCC3)c1C (centres undefined) | 1 | 1.1 | x | -3 | 1478 | -3 | -5 | -32 | 1 | 0.1 | 1
O=C(NNC(=O)C1CCN(Cc2ccc(F)cc2Cl)CC1)Nc1ccc([N+](=O)[O-])cc1 | 2 | -1.2 | -2.3 | -9 | 1424 | 10 | -6 | -15 | -11 | -0.9 | -6
O=C(NCC1CCCCC1)C1CCN(C(=O)NC2CCCCC2)CC1 | -3 | 1.0 | x | -3 | 1494 | 2 | 2 | 6 | -10 | -1.6 | 7
O=S1(=O)CC(O)C(NCc2cccnc2)C1 (centres undefined) | -4 | 0.3 | -0.15 | -1 | 1478 | -9 | 3 | 23 | 7 | 1.6 | -1
COCCCNC(=O)c1c[nH]c2ccc(S(=O)(=O)N3CCC4(CC3)OCCO4)cc2c1=O | 1 | 1.4 | 0.086 | 8 | 1616 | -3 | -2 | -5 | -11 | 1.4 | 2

Rewritten with tabs: part of the list above
Structure	PPARg SRC3 recr	RAM inhibit	ROMK mod	Efa HMGR inh	SRC2 TRFRET art	Lmaj promast	PPARg SRC-2 ag	bIAP inh	S1P3 antagonist	Redox H2O2 prof	PPARg SRC1 recr
COc1cccc(N=c2oc3c(C)ncc(CO)c3cc2C(=O)Nc2ccccc2OC)c1	3	2.2	-0.13	-3	1700	-4	6	8	x	-4.8	0
O=C(O)c1cc(C(=O)C2CCCCC2)c[nH]1	-3	-0.4	0.11	-1	1635	-5	4	0	8	-1.7	5
COc1ccc(C(=O)n2nc(C)cc2C)cc1Br	-3	5.6	-0.21	-1	1347	-6	-7	2	x	-0.6	-7
Cc1ccc(S(=O)(=O)N(CCC#N)CCN2CCCC2)cc1	6	2.8	x	-2	1422	-1	2	8	-91	2.1	4
CCn1ncc(C2C(C(=O)Nc3ccc(C)cn3)=C(C)NC3=C2C(=O)CCC3)c1C (centres undefined)	1	1.1	x	-3	1478	-3	-5	-32	1	0.1	1
O=C(NNC(=O)C1CCN(Cc2ccc(F)cc2Cl)CC1)Nc1ccc([N+](=O)[O-])cc1	2	-1.2	-2.3	-9	1424	10	-6	-15	-11	-0.9	-6
O=C(NCC1CCCCC1)C1CCN(C(=O)NC2CCCCC2)CC1	-3	1.0	x	-3	1494	2	2	6	-10	-1.6	7
O=S1(=O)CC(O)C(NCc2cccnc2)C1 (centres undefined)	-4	0.3	-0.15	-1	1478	-9	3	23	7	1.6	-1
COCCCNC(=O)c1c[nH]c2ccc(S(=O)(=O)N3CCC4(CC3)OCCO4)cc2c1=O	1	1.4	0.086	8	1616	-3	-2	-5	-11	1.4	2

(further entries)
SMILES | PPARg SRC3 recr | RAM inhibit | ROMK mod | Efa HMGR inh | SRC2 TRFRET art | Lmaj promast | PPARg SRC-2 ag | bIAP inh | S1P3 antagonist | Redox H2O2 prof | PPARg SRC1 recr
Cc1ccc(S(=O)(=O)N2CCN(c3ccc([N+](=O)[O-])c(Sc4nncn4C)c3)CC2)cc1 | 1 | 3.9 | 0.39 | -2 | 1612 | 4 | 11 | 18 | 7 | 0.2 | 8
CC1Cc2ccccc2N1C(=O)CSc1nnc(C2CC2)n1C (centres undefined) | 4 | 2.1 | 1.3 | -9 | 1777 | 15 | 5 | 1 | -2 | -1.2 | 8
CCSC1=N/C(=C\c2ccc(C)s2)C(=O)S1 | 0 | 4.5 | 0.17 | -1 | 1727 | 83* | 4 | -2 | -12 | 0.9 | -1
N#CCC(=O)Nc1ccc(C(=O)OCC(=O)Nc2cccc(C(F)(F)F)c2)cc1 | -3 | 3.3 | 0.038 | 4 | 1607 | 0 | 5 | 1 | 2 | -1.9 | 3
CC1CCC(NC(=O)C2CCN(S(=O)(=O)c3ccc4nc5c(c(C(=O)O)c4c3)CC(C)CC5)CC2)CC1 (centres undefined) | 2 | 1.4 | 0.74 | -7 | 1438 | 4 | -7 | -39 | -15 | -0.8 | -4
COc1ccc(OC)c(S(=O)(=O)NC(C)(C)C)c1 | 7 | 0.7 | 0.82 | 0 | 1640 | -3 | 0 | 10 | x | 0.2 | 2
Cn1cnnc1SCc1ccc(C(=O)n2ncc(C#N)c2N)cc1 | -2 | 0.0 | 0.097 | -3 | 1670 | -4 | 12 | 13 | -7 | 0.2 | 3
COc1ccc2c(c1)c1nnc(SCC(=O)N3CCCCC3C)nc1n2C (centres undefined) | -8 | 0.6 | 0.63 | 0 | 1702 | 85* | -3 | 5 | 17 | 2.2 | -5
COc1ccc(-n2nc3cc(C)c(NC(=O)CC(C)C)cc3n2)cc1 | -6 | 1.2 | 1.2 | -2 | 1623 | -4 | -10 | 8 | 3 | 0.1 | -12
CCN(CCCNC(=O)CCn1c(=O)[nH]c2ccccc2c1=O)c1cccc(C)c1 | -2 | -0.3 | 0.68 | -2 | 1481 | 16 | -6 | 1 | -16 | 1.1 | 6
O=C(CCCOc1ccccc1)Nc1ccc2c(c1)OCCO2 | 7 | 4.0 | x | -3 | 1479 | -4 | 1 | 6 | 24 | 2.7 | 2
CCN(C(=O)COC(=O)/C=C/c1ccc(O)c(OC)c1)C1CCS(=O)(=O)C1 (centres undefined) | 1 | -0.5 | 0.55 | 1 | 1689 | 20 | 4 | 0 | -16 | -0.1 | 1
O=C(NCCN1CCCC1)c1ccc(Cn2c(=S)[nH]c3cc4c(cc3c2=O)OCO4)cc1 | -7 | 1.2 | -0.82 | -1 | 1334 | 0 | 6 | 0 | x | 0.1 | -1
CCOCC(=O)Nc1nc2ccc(OC)cc2s1 | 2 | 0.9 | x | -2 | 1692 | 1 | 15 | 16 | -16 | 1.4 | 10
Cc1ccc(NC2SC(=O)N(CC(=O)O)C2=O)cc1 (centres undefined) | -6 | -0.7 | 1.3 | 1 | 1649 | 3 | 6 | 31 | x | -0.1 | 5
Cc1nc2ccccc2c(=O)n1NC(=O)/C=C/c1ccc(Br)cc1 | 0 | 1.5 | -1.2 | 0 | 1645 | -8 | 2 | 13 | -15 | -0.4 | 7
O=C(NCCN1CCN(c2ccccc2)CC1)c1cccc(Br)c1 | -3 | -0.1 | x | -4 | 1486 | 9 | -1 | -2 | 8 | 1.2 | -3
O=C(NCC(=O)N(c1ccccc1)C(C(=O)NC1CCCCC1)c1ccncc1)c1ccco1 (centres undefined) | 7 | -0.1 | x | -4 | 1333 | 8 | -7 | -4 | -16 | 2.5 | -5
COC(=O)c1ccc2c(c1)SC1=C(CCCC1=O)N2 | 17 | 1.2 | x | -6 | 2074* | 7 | 13 | 10 | -16 | 0.9 | 12
CC(C)C(C)NC(=O)COC(=O)/C=C/c1ccc(S(=O)(=O)N2CCc3ccccc32)cc1 (centres undefined) | 4 | 3.1 | -0.049 | -7 | 1818 | 3 | 1 | 0 | 4 | -0.4 | 2
